# Screening results deposited in PubChem by Sanford-Burnham Center for Chemical Genomics.
# MKP-3 inhibition: inhibition of rat DUSP6 enzyme activity – biochemical, in vitro, primary screen (AID 425). recombinant MKP-3 phosphatase activity, fluorescence; higher % means a stronger effect. inhibition, % at 20 µM, or IC50 in µM where a hit was titrated. actives 0.17% (n = 110,000); in the data active = inhibition above about 50%;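 also: plate controls were vehicle for no effect and reference inhibitor for full effect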
# Hsp70 displacement: Hsp70 inhibitors, probe displacement, primary screen, biochemical, fluorescence polarization (AID 583); Hsp70 fluorescence polarization probe displacement, mP; higher % means a stronger effect; one-dose displacement, % at 20 µM; IC50 in µM for titrated hits; actives 0.06% (n = 140,000); in the data active = displacement above about 50%;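 also: plate controls were vehicle for no effect and reference ligand for full effect; a part of the inactive calls stands beside numbers as strong as those of hits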
# * hit, by the source's call; · = not tested or not shown; & = joins results of further samples. Some of the compounds tested, so the mix of outcomes need not match the whole.
SMILES,MKP-3 inhibition,Hsp70 displacement
COc1ccccc1C(=O)n1nc(-c2ccc(Cl)cc2)nc1N,-0.3%,4.8%
COCCNC(=O)c1cc2c(-c3ccccc3F)nn(C)c2s1,0.7%,7.8%
Cc1ccc(/C=N/NC(=O)C2CC(=O)N(c3ccccc3)C2)cc1 (configuration not stated),2.4%,0.9%
CCCCCc1nnc(NC(=O)CCCC)s1,-0.4%,-2.8%
Cc1ccc(S(=O)(=O)NCc2cn3ccsc3n2)c(C)c1,4.0%,9.2%
CC(=O)Nc1ccc(I)cc1C,-0.6%,3.5%
COc1ccccc1C=NN1CCN(Cc2ccc(C)cc2C)CC1,-4.8%,1.7%
C=CCNC(=O)C(=O)Nc1ccc(Cl)c(Cl)c1,-3.5%,-3.8%
Cc1c(C=O)c(C=O)c(C)n1Cc1ccccc1,·,-2.5%
CCN(CC)S(=O)(=O)c1cccc(-c2nnc(SCC#N)n2Cc2ccccc2)c1,-5.6%,0.5%
Cn1nc(C(=O)N2CCN(S(=O)(=O)c3ccccc3)CC2)c2ccccc2c1=O,-0.3%,0.6%
CCCOc1cccc(C(=O)Nc2scc(-c3ccccc3)c2C(=O)OC(C)C)c1,-0.1%,-3.9%
COc1ccc(NC(=O)c2cc(OC)c(OC)c(OC)c2)cn1,-7.9%,-0.1%
O=C1CC(CSc2nnc(-c3ccc(Cl)cc3)n2-c2ccccc2)=NN1,-0.3%,1.6%
COc1ccc(-c2cc(C(=O)N3CC4(C)CC3CC(C)(C)C4)no2)cc1OC (configuration not stated),3.0%,-1.9%
CCc1nnc(NC(=O)CSc2nnc(-c3ccoc3C)n2-c2ccc(C)cc2)s1,-50.3%,0.2%
Cc1ccc(-n2c(N)c(C(=O)NCc3cccnc3)sc2=S)cc1,·,4.0%
CCNC(=O)NCCc1c[nH]c2ccc(Cl)cc12,-5.5%,-1.7%
COc1ccc(N=C2SC(C(=O)N3CCN(c4ccc(F)cc4)CC3)CC(=O)N2C)cc1 (configuration not stated),3.6%,-5.5%
CCOc1ccc(CCNC(=O)C2CCN(S(=O)(=O)N3CCOCC3)CC2)cc1OCC,1.6%,1.5%
Cc1ccc(C(=O)CCNc2ccccc2)cc1,0.6%,1.2%
CCC(C)NC(=O)CN1C(=O)CC(C)(C)S(=O)(=O)c2ccccc21 (configuration not stated),-4.1%,1.8%
CC1CCc2c(C(=O)NCCCN3CCOCC3)csc2C1 (configuration not stated),0.5%,2.4%
CC(=O)C(=Nc1ccccc1Cl)NNc1ccc(Cl)cc1,·,0.9%
CC(=O)Nc1ccc(-c2cn3ccsc3n2)cc1,-3.3%,6.5%
O=C(CN1CCCC1)NCC12CC3CC(CC(C3)C1)C2,-0.4%,6.5%
COc1ccccc1-n1c(SCC(=O)Nc2cccc3ccccc23)nc(O)cc1=O,·,3.2%
CC(=O)c1ccc(Nc2nc(-c3ccccc3O)nc3ccccc23)cc1,2.8%,0.4%
S=C(c1ccncc1)N1CCOCC1,2.2%,-1.2%
Cc1ccc(C)c(S(=O)(=O)Nc2ccc3scnc3c2)c1,-3.5%,-3.6%
COc1ccc(-n2c(-c3cccc(C)c3[N+](=O)[O-])n[nH]c2=S)cc1,1.6%,0.4%
COc1ccc(CN2CCN(C(=O)c3cccs3)CC2)c(OC)c1,2.8%,-5.1%
Cc1noc(C)c1Cn1nc(C(=O)O)c2ccccc2c1=O,-3.8%,-4.5%
COCCn1c(SCC(=O)c2ccc3c(c2)OCCO3)nnc1-c1ccco1,4.7%,-3.6%
Cc1ccc(C)c(C(=O)n2cnnc2N)c1,-6.8%,5.2%
CS(=O)(=O)N(CCc1ccccc1)CC(=O)NCc1ccncc1,·,5.7%
CCn1nnc(NC(=O)c2ccc(C(C)(C)C)cc2)n1,-1.9%,6.7%
O=C(O)CCC(=O)Nc1ccc(Cc2ccc(NC(=O)CCC(=O)O)cc2)cc1,-4.2%,4.0%&-2.5%
COc1ccccc1NCCC(=O)OCC(=O)Nc1ccc(Cl)cn1,-6.7%,-2.8%
O=c1[nH]c(-c2ccncc2)nc2ccccc12,-6.8%&-1.6%,2.4%&0.0%
CN(C)c1ccc(C2C3=C(CCCC3=O)OC3=C2C(=O)CCC3)cc1,-1.8%,-0.5%
O=C(/C=C/c1ccco1)Nc1cc(Cl)cc(Cl)c1,-0.4%,-0.1%
CCOC(=O)CCNC(=O)Nc1ccc2nc(C)n(Cc3ccccc3Cl)c(=O)c2c1,-7.2%,-4.0%
Cn1ncc(Cl)c1C(=O)N1CCc2ccccc21,1.9%,-1.3%
C(#Cc1ccc2noc(-c3ccccc3)c2c1)c1ccccc1,-3.4%,0.9%
Nc1ccc(-n2ccnc2)cc1,4.7%,0.4%
CC(=O)C1=C(O)C(=O)N(CC2CCCO2)C1c1ccccc1[N+](=O)[O-] (configuration not stated),2.1%,-1.2%
CCc1c(O)nc(SCC(=O)N2CCCCC2)[nH]c1=O,1.9%,-0.2%
C=CCn1c(SCC(=O)NCc2ccc3c(c2)OCO3)nc2scc(-c3ccccc3)c2c1=O,·,0.7%
Nc1cc(N)c(N2CCCCC2)cc1N1CCCCC1,23.8%,-5.4%
CN(C)c1ccc(NC(=S)Nc2ccccc2)cc1,0.8%,4.1%
CCOc1ccc2ccccc2c1/C=N/c1oc(C)c(C)c1C#N,-0.9%,-2.7%
Cc1cc(Cl)ccc1NC(=O)/C=C/c1ccccc1,4.3%,3.1%
Fc1ccccc1OCCSc1nc2ccccc2o1,-12.3%,-0.3%
CCOC(=O)N1CCC(n2c(SCC(=O)Nc3ccccc3OC)nc3ccccc3c2=O)CC1,-9.3%,3.1%
CCC1Oc2ccccc2N(CC(=O)Nc2ccc3c(c2)OCCO3)C1=O (configuration not stated),-0.7%,5.0%
CCOc1ccc(-n2c(SCC(N)=O)nc3c([nH]c4ccccc43)c2=O)cc1,-3.1%,2.3%
COc1ccc2c(c1)CCc1c(C(=O)NCc3cccnc3)noc1-2,-4.4%,3.0%
CCN(Cc1cc2cccc(C)c2[nH]c1=O)C(=O)c1ccccc1OC,-2.6%,-2.8%
O=c1cc(N2CCN(Cc3ccccc3)CC2)[nH]c(=O)n1-c1cccc(C(F)(F)F)c1,·,-2.7%

# Sorted by count of non-hydrogen atoms (highest first): part of the list above
SMILES,MKP-3 inhibition,Hsp70 displacement
CC(=O)C1=C(O)C(=O)N(CC2CCCO2)C1c1ccccc1[N+](=O)[O-] (configuration not stated),2.1%,-1.2%
CN(C)c1ccc(NC(=S)Nc2ccccc2)cc1,0.8%,4.1%
Cn1ncc(Cl)c1C(=O)N1CCc2ccccc21,1.9%,-1.3%

# The main list resumes; the 3 compounds before the break are reprinted first.
SMILES,MKP-3 inhibition,Hsp70 displacement
COc1ccc2c(c1)CCc1c(C(=O)NCc3cccnc3)noc1-2,-4.4%,3.0%
CCN(Cc1cc2cccc(C)c2[nH]c1=O)C(=O)c1ccccc1OC,-2.6%,-2.8%
O=c1cc(N2CCN(Cc3ccccc3)CC2)[nH]c(=O)n1-c1cccc(C(F)(F)F)c1,·,-2.7%
COc1cc(/C=N/NC(=O)C(=O)N2CCCC2)ccc1O,0.0%,7.6%
COCCCN1C(=O)C(O)=C(C(C)=O)C1c1cccc(F)c1 (configuration not stated),-1.3%,1.8%
CN1C(=O)SC(Nc2ccccc2)C1=O (configuration not stated),·,-1.3%
CCOc1ccc2nc(Cc3ccccc3)[nH]c2c1,1.6%,-5.3%
COc1ccc(NC(=O)N(C2CCCCC2)C2CCN(C(C)C)CC2)c(OC)c1,-7.6%,-2.2%
CCOC(=O)c1cc2occc2n1CC(=O)Nc1ccc(OC)cc1OC,-8.4%,-0.2%
CCN(CC)S(=O)(=O)c1cccc(C(=O)N[C@H](C(=O)O)C(C)C)c1,·,-1.0%
Cc1[nH]n(-c2ccccc2)c(=O)c1C(c1c(Cl)cccc1Cl)c1c(C)[nH]n(-c2ccccc2)c1=O,1.6%,13.4%
O=C(O)c1cc2c([nH]c1=O)CCCC2,0.5%,-3.0%
COC(=O)c1c(NC(=O)c2ccco2)sc(C)c1C,-6.1%,3.7%
COc1ccc(-c2nnc(-c3ccc(Cl)cc3)o2)cc1,-2.6%,1.0%
Cc1cccc2cc(CN(Cc3cccs3)C(c3nnnn3C3CCCC3)C(C)C)c(=O)[nH]c12 (configuration not stated),-8.8%,-0.2%
Cc1nnc(C)n1/N=C/c1cccnc1,·,0.4%
Oc1ccc(C=NCC2COc3ccccc3O2)cc1 (configuration not stated),3.4%&0.6%,-2.7%
Cc1ccc(N(CC(=O)NCc2ccccc2Cl)S(=O)(=O)c2cccs2)cc1,·,6.2%
Cn1cccc1Cc1nnc(SCC(=O)Nc2cccc(Cl)c2)n1-c1ccc(F)cc1,-7.7%,-5.2%
Cn1cccc1C(=O)OCC(=O)Nc1cc(C(C)(C)C)nn1-c1ccccc1,-11.6%,1.4%
O=C(c1ccccc1)N1CCC(c2nc(-c3ccc(S(=O)(=O)NCC4CCCO4)cc3)no2)CC1 (configuration not stated),·,2.3%
Cc1c([C@H]2[C@@H](CC#N)C2(C)C)c2ccccc2n1C,-4.9%,1.9%
COc1ccc(CNC(=O)c2nn3c(c2Cl)NC(c2ccc(C)cc2)CC3C(F)(F)F)cc1 (configuration not stated),-2.9%,-1.5%
CN(C)c1ccc(C(=O)c2ccccc2)cc1,·,5.9%
COC(=O)C1CCN(C(=O)CCCOc2ccccc2)CC1,-9.7%,5.6%
COc1cc(C=Nc2ccc(Oc3ccc(N=Cc4ccc(O)c(OC)c4)cc3)cc2)ccc1O,-2.1%,2.4%
CCOC(=O)C1=C(O)/C(=C/c2cccc(O)c2)SC1=Nc1cccc(Cl)c1,1.5%,-3.9%
CCC(=O)N1c2ccccc2-c2nnc(SC)nc2OC1c1ccc(N(C)C)cc1 (configuration not stated),7.8%,5.2%
COc1cccc(-c2ccc(=O)n(CC(=O)Nc3cc4c(cc3NC(C)=O)OCCO4)n2)c1,-10.1%,2.6%
O=C(Nc1ccc(F)cc1)C1CCN(c2nnnn2-c2ccccc2)CC1,-0.5%,-6.5%
COC(=O)c1cn(NC(=O)c2cccc(OC)c2)c(=O)c2ccccc12,·,-1.6%
CC1=NN(C(=O)Cc2ccc([N+](=O)[O-])cc2)C(O)(c2ccc(Cl)cc2)C1 (configuration not stated),3.1%,-0.1%
CCc1ccc(N2CC(C(=O)Nc3cc(C)ccc3F)CC2=O)cc1 (configuration not stated),6.6%,4.7%
Cc1ccc(C(=O)Nc2cccc(O)c2)o1,1.4%,-1.3%
CC(=O)c1ccc(N2C(=NC(=O)C(C)C)SC3CS(=O)(=O)CC32)cc1 (configuration not stated),-6.7%,7.5%
COc1ccccc1NC(=O)c1ccc(C)s1,-2.7%,3.5%
Cn1cc(Cl)c(-c2nc3ccccc3[nH]2)n1,-6.1%,-1.3%
COc1ccc2c(c1)sc1nc(-c3ccccc3)cn12,-9.0%,11.4%
CC(=O)c1ccc(OCC(O)CN2CCN(Cc3ccc4c(c3)OCO4)CC2)cc1 (configuration not stated),-1.4%,-0.7%
CC(C)(C)NC(=O)CSc1n[nH]c(=O)n1-c1ccccc1,-4.2%,10.5%
CN(C)c1nccc(N(Cc2ccccc2)Cc2ccccc2)c1C#N,3.4%,1.9%&-3.3%
Cc1ccc2nc(Nc3nc(C)cc(C(F)(F)F)n3)nc(C)c2c1,5.3%,0.3%
COc1cc(-c2noc(CCCC(=O)NCc3ccco3)n2)cc(OC)c1OC,10.2%,-15.0%
COc1ccc(OC(C)C(=O)Nc2ccc3c(c2)OCCO3)cc1 (configuration not stated),3.6%,-0.8%
COc1ccc(S(=O)(=O)N(CC(=O)N=Nc2c(O)[nH]c3ccccc23)c2cc(C)cc(C)c2)cc1OC,-0.4%,-1.4%
Cc1ccc(NC(=O)COC(=O)C2CC2C)c(S(=O)(=O)N2CCCCC2)c1 (configuration not stated),1.2%,-5.4%
CCOC(=O)c1cc2c(=O)n3cc(C)ccc3nc2n(Cc2cccnc2)c1=N,0.1%,8.0%
CC(=O)C1=C(O)C(=O)N(c2nc3ccccc3s2)C1c1ccc(O)cc1 (configuration not stated),0.9%,-7.5%
Cc1cnn(-c2nc(-c3ccccc3)cc(-c3ccc(F)cc3)n2)c1,-0.8%,3.8%
O=S(=O)(c1cccs1)N1CCc2ccccc21,1.6%,-27.6%
O=C(CN1CCC(C(=O)c2ccc(F)cc2)CC1)Nc1ccccc1,-8.7%,7.2%
COc1ccc(Br)cc1CN1CCN(C(=O)c2cccc(Cl)c2)CC1,1.7%,-3.0%
COc1ccc(NC(=O)CN2CCN(CC(=O)Nc3ccccc3Cl)CC2)cc1,10.5%,2.5%
O=S(=O)(NCCc1ccccc1)c1cccc2nsnc12,·,12.1%
CCOc1ccc2c(=O)c(-c3ccccc3OC)coc2c1,6.6%,-2.5%
COc1ccc(OC)c(C2=NOC(C(=O)Nc3c(C)n(C)n(-c4ccccc4)c3=O)C2)c1 (configuration not stated),-1.5%,·
O=C(NC1CCCCC1)c1ccc(Br)c(S(=O)(=O)N2CCOCC2)c1,-2.5%,4.2%
O=c1oc2cc(O)ccc2c2c1CCCC2,-7.6%&6.3%,3.0%&-0.2%
O=C(Nc1nnc(C2CCCCC2)s1)c1ccco1,-11.0%,-0.5%
COCCOC(=O)c1ccc(NC(=O)COc2ccccc2)cc1,-0.6%,2.9%
COc1cc2nc(C3CCC3)n(NC(=O)COc3ccccc3)c(=O)c2cc1OC,-3.0%,-3.4%
